# From PubChem
# FAS-TE inh = FAS thioesterase (human) inhibition. P49327. recombinant FAS-TE, OMFH fluorogenic substrate, fluorescence endpoint. inhibition, % at 15 µM. hit rate 0.67% among 360,000. AID 602261;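 active = compounds whose normalised, plate-corrected inhibition of enzyme fluorescence in the single-dose primary screen is 50% or more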;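 also: 0% = DMSO with enzyme and 100% = substrate without enzyme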
# E coli Lon inh = inhibitors of E. coli Lon protease; P0A9M0; purified E. coli Lon protease, fluorescence polarization; inhibition, % at 7.94 µM; hit rate 0.42% among 360,000; AID 602123; in the data active = inhibition above about 13%, passing the limit was not always enough;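 also: 0% = enzyme with probe and DMSO and 100% = no enzyme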
# Rin1 Abl inh = blocks binding of human Rin1 to Abl; hit rate 0.4% among 360,000; TR-FRET Rin1/Abl binding, biochemical; inhibition, % at 7.35 µM; in the data active = inhibition above about 5%, passing the limit was not always enough
# NRP1-CendR mod = NRP-1/CendR interaction modulation; inhibition, % at 25 µM; FAM-RPARPAR peptide binding to NRP-1, fluorescence polarization; O14786; hit rate 0.85% among 360,000;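 active = inhibition or corrected inhibition above about 18%, plus a signal ratio from 0.5 to 1.5, limit read from the data, passing the limit was not always enough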; also: strong numbers were not always called active
# SKN-1 block = inhibitors of C. elegans SKN-1 | AID 624304 | inhibition, % at 21.8 µM | C. elegans VP596 Pgst-4::GFP/RFP ratio, acrylamide-induced, 24 h | hit rate 0.49% among 360,000;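 active = interference check ratio from 0.5 to 1.5 plus GFP to RFP signal ratio inhibition reaching or exceeding a fixed threshold, cut at about 30% in these data, passing the limit was not always enough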; also: some compounds called inactive have numbers as strong as hits
# Neddyl block = cullin neddylation inhibition; hit rate 0.58% among 360,000; TR-FRET cullin neddylation, biochemical; P61081+Q13564; AID 651699; calls only at 25 µM; in the data active = inhibition above about 36%
# Target sequence (P61081 whole entry, looked up): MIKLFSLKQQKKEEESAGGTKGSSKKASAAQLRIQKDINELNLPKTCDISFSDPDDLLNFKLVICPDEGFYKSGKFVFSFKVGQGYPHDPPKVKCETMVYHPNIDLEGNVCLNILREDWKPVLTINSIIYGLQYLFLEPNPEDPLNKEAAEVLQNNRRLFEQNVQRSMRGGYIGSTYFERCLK
# Target sequence (Q13564 whole entry, looked up): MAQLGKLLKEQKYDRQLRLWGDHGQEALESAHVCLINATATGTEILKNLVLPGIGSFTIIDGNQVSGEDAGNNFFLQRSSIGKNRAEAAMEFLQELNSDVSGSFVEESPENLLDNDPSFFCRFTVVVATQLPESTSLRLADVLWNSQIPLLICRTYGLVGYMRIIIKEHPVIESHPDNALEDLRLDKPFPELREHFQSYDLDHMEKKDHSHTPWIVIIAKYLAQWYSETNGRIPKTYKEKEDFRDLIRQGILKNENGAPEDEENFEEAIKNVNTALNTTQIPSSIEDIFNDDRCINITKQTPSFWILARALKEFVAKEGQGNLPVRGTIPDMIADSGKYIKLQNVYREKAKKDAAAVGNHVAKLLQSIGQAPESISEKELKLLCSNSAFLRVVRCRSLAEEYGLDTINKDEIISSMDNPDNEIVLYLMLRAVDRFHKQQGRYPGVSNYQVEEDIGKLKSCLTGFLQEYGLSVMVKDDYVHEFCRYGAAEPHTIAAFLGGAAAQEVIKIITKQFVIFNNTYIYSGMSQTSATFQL
# PABP1 MLLE inh = inhibitors of microRNA-mediated deadenylation, human PABP1 MLLE binding; AID 588489; inhibition, % at 20 µM; hit rate 0.36% among 360,000; GST-MLLE / FITC-PAM2 fluorescence polarization; in the data active = inhibition above about 35%, passing the limit was not always enough;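 also: plate controls were DMSO wells with GST-MLLE for no effect and wells lacking GST-MLLE protein for full effect; some results filed as inactive read as strong as hits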
# MT1-MMP act inh = blocks activation of human MT1-MMP; HT1080 RFP-PRO-GFP cells, GFP/RFP ratio fluorescence, overnight; percent of plate control window, DMSO zero; AID 651647; GFP/RFP ratio change, % at 20 µM; hit rate 0.061% among 360,000;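 active = GFP/RFP ratio change of at least 30% with cell ATP level not reduced by more than half and red fluorescence within 50% of control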; also: strong numbers were not always called active
#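 system = RFP-PRO-GFP reporter HT1080 cells | dosing = 20 µM single dose, 1% DMSO | timing = overnight cell settling, then overnight compound exposure, 37 °C, 5% CO2 | read-out basis = GFP/RFP fluorescence ratio | controls = DMSO and RFP-L50D-GFP cell wells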
# MsrA act = activates bovine MsrA enzyme; purified bovine MsrA, absorbance read-out; AID 602163; hit rate 0.3% among 360,000; activation, % at 10.6 µM; in the data active = activation above about 7.5%;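 also: 0% = vehicle and 100% = reference activator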
# * marks the source's active call; other numbers are inactive results; i = inactive; . = not tested or not shown.
SMILES,FAS-TE inh,E coli Lon inh,Rin1 Abl inh,NRP1-CendR mod,SKN-1 block,Neddyl block,PABP1 MLLE inh,MT1-MMP act inh,MsrA act
COc1cc(/C=c2/sc3nc(-c4ccccc4)c(-c4ccccc4)n3c2=O)cc(OC)c1OC,14,-3,-4,5,6,i,-20,1,0
CC(C)C(c1nnnn1C1CCCC1)N1CCc2ccccc21 (configuration not stated),15,-1,-2,-11,15,i,5,-5,0
Cc1ccc(NC(=O)C(C)SCC(=O)Nc2ccc(F)cc2)cc1S(=O)(=O)N1CCOCC1 (configuration not stated),-4,-5,2,8,15,i,1,-3,-2
CC(=O)N1CCc2cc(S(=O)(=O)NCCC(=O)NC3CCN(Cc4ccccc4)CC3)ccc21,-10,-4,-4,2,2,i,6,0,-1
COc1ccc(CNC(=S)Nc2ccc(S(N)(=O)=O)cc2)cc1,-1,13,4,-2,0,i,27,3,-2
CC(=O)c1cccc(NC(=O)c2ccccc2-c2ccccc2C(=O)O)c1,-4,-1,0,13,18,i,-8,-1,0
O=C(O)CCCNCc1ccccc1F,-6,1,-2,5,0,i,6,-1,-4
CC(C)CCN1CCN(Cc2cccc3cccnc23)CC1CCO (configuration not stated),-4,-5,0,-1,2,i,5,-2,-3
CCOc1ccc(C(C)=O)cc1N1C(=O)C2C(C1=O)C1C=CC2C12CC2 (configuration not stated),-4,4,0,-10,17,i,-4,2,-2
CCCNC(=O)CCn1cc(-c2ccc(OC)cc2)nc1CCN,-9,2,1,13,15,i,-2,2,-4
CCc1ccc(-c2cc(C)no2)cc1S(=O)(=O)NCCN1CCC(C)CC1,-3,-4,1,-4,10,i,-10,2,-1
COc1ccc(C2OC(=O)CC2C(=O)N2CCN(c3cc(Cl)ccc3C)CC2)cc1OC (configuration not stated),10,-5,1,4,12,i,-7,1,-5
CC1CC(NC(=O)c2c(O)nc3ccccn3c2=O)CC(C)(C)C1 (configuration not stated),-4,-1,-3,-9,-4,i,0,3,0
COc1ccc(N2CCN(C(CNC(=O)c3cccs3)c3ccco3)CC2)cc1 (configuration not stated),0,-5,-1,0,-15,i,-3,4,-2
C=CCSC1=C(C#N)C(c2ccccc2Cl)C(C(=O)c2cccs2)C(O)(C(F)(F)F)N1 (configuration not stated),30,-7,-1,-2,5,i,7,-10,-3
O=C(NCC(=O)N(c1cccnc1)C(C(=O)NC1CCCCC1)c1ccccc1F)c1ccco1 (configuration not stated),-6,-7,2,13,-4,i,12,1,-1
CCN(CC)S(=O)(=O)c1ccc(N2CCOCC2)c(NC(=O)c2ccc3c(c2)OCCO3)c1,9,-18,-3,-4,-8,i,2,-4,-3
CCOC(=O)COc1cc(O)c2c(=O)cc(-c3ccccc3)oc2c1,5,-4,0,-4,-3,i,-3,4,-11
Cc1ccc(C(=O)NCc2ccc3c(c2)OCO3)c(C)c1,2,-3,1,3,-1,i,3,1,-6
Cc1nnc2ccc(Oc3ccc(-c4ccccc4)cc3)nn12,11,-4,-4,-21,-12,i,11,2,-2
O=C(Nc1cccc(NC(=O)c2ccccc2F)c1)c1ccccc1,2,-4,1,-7,23,i,-8,2,-2
CCOc1c(N2CCCCC2)c(=O)c1=O,-8,3,-3,-7,6,i,10,1,-5
CC(C)Cc1nnc(NC(=O)CCC(=O)N2CCN(Cc3ccc(Cl)cc3)CC2)s1,-4,-4,2,-1,-1,i,15,-1,-4
O=C(NCC1CCCO1)c1nn2c(c1Cl)NC(c1ccc(F)cc1)CC2C(F)(F)F (configuration not stated),-3,-5,3,-1,2,i,4,-1,-4
O=c1cc(O)c2ccccc2n1Cc1ccccc1F,0,0,-1,-4,3,i,9,-3,-3
COc1ccc(-c2noc(CCC(=O)NCCc3cccc(C)c3)n2)cc1,7,-5,-5,6,-1,i,-5,0,-1
O=C(Cn1nc(C(F)F)cc1C(F)F)NNC(=S)Nc1ccc(Cl)cc1,-3,11,-4,3,6,i,31,1,-2
COc1ccccc1Cc1c(-c2ccc(OC)c(OC)c2)nc2ccc(Br)cn12,-15,-22,-5,-52,12,i,-32,5,-1
Cc1ccc(NC(=O)c2cccc(S(=O)(=O)N3CCN(c4ccc(F)cc4)CC3)c2)nc1,15,-18,5,-2,20,i,3,-4,-6
CN(C(=O)CC(NC(=O)c1ccccc1)(c1ccccc1)c1ccccc1)c1ccccc1,25,-2,-3,-3,-7,i,3,-8,0
CC(C)(C)c1cc(CN(CCO)CCO)c(O)c(C(C)(C)C)c1,-81,0,-3,-4,-21,i,3,27,-10
COC(=O)C1=C(C(=O)OC)SC(=C2C(=S)C(C)(C)N(C(=O)CC(C)C)c3ccccc32)S1,29,10,-4,1,3,i,26,29,-2
CCSc1nc(N2CCOCC2)c2ccccc2n1,-7,2,-3,2,8,i,5,-4,-4
Cc1noc(C)c1S(=O)(=O)Nc1ccc2c(c1)C(=O)N([C@H](C)CO)C[C@H](C)[C@@H](CN(C)C(=O)Nc1ccccc1)O2,-9,-10,1,2,18,i,-34,4,-3
CCOc1ccccc1N(C(=O)c1ccco1)C(C(=O)NC1CCCC1)c1cccnc1 (configuration not stated),-6,-2,-2,8,4,i,-7,1,-2
CS(=O)(=O)N(CC(N)=O)Cc1ccc(Cl)cc1,-5,-16,3,2,6,i,-5,1,-3
CN1c2ccccc2C(=O)C(=C2SCCCS2)S1(=O)=O,4,-2,0,-1,11,i,1,2,-3
CSc1ccc(OCC(=O)Nc2ccc(N3CCOCC3)c(Cl)c2)cc1,0,-2,-1,20,-11,i,7,-3,-2
OCCC1CN(CC2CCCCC2)CCN1CC1CCCCC1 (configuration not stated),-1,1,1,-16,-3,i,-2,-1,-3
COc1cc(Cl)c(C)cc1NC(=O)COC(=O)c1cnc(C)cn1,1,3,2,-6,-6,i,-5,5,0
CCCCNC(=O)C1(C)CCCCN1C(=O)c1ccno1 (configuration not stated),-7,-9,-2,-13,-10,i,4,0,-3
CCCCCc1c(-c2ccc(Br)cc2)ncn1CCc1ccccc1OC,2,-4,.,1,11,i,.,-6,0
CC1CCCCN1C(=O)C1CCN(c2nc(-c3ccccc3)nc3c2CCC3)CC1 (configuration not stated),18,-10,3,8,-11,i,6,0,-13
O=C(Cn1c(C(=O)N2CCN(C3CCCCC3)CC2)cc2sccc21)c1ccccc1,10,-6,-3,-15,4,i,-14,3,-2
CC(C)COC(=O)N(C)c1ccc(C(O)(C(F)(F)F)C(F)(F)F)cc1,13,-1,4,-10,-5,i,7,8,-3
Cc1ccccc1CC(=O)N1CCCc2ccccc21,-1,-11,1,4,15,i,10,-4,-1
O=C1CCCc2nc(NCc3ccco3)ncc21,-6,-8,0,-11,8,i,8,3,-8
COc1ccc(CN(C)CC(=O)Nc2ccccc2-c2ccccc2)c(OC)c1,26,1,-2,-6,0,i,4,-7,-4
COc1ccc(N2C(=O)C(Cc3ccccc3)NC2=S)cc1 (configuration not stated),-4,1,1,1,13,i,-99,-2,-4
Cc1cc(C)c(NC(=O)C2CC3CCC2C3)c(C)c1 (configuration not stated),-2,-2,-1,14,1,i,11,-1,-5
c1ccc2c(c1)N1CCN=C1N2CCN1CCCCC1,-7,6,-6,4,-3,i,1,0,-1
CCOC(=O)CCCC(=O)N1CCOCCOCCOCC1,-4,-6,-1,7,-3,i,-9,6,-5
COc1cc2ccccc2cc1C(=O)NC(=S)Nc1nnn(C)n1,-11,-5,2,-1,-3,i,6,3,-1
C=CCN(C(=O)c1ccc2c(c1)nnn2C)c1ccccc1,-6,2,1,1,4,i,-3,3,-1
CC1CCCCN1C(=O)CSc1nnc(-c2cccs2)o1 (configuration not stated),-3,0,0,4,-5,i,6,-1,-8
COc1ccc(OC)c2c(C)cc(N3CCN(C(=O)c4ccc(C)cc4)CC3)nc12,13,-12,-2,0,-1,i,13,-4,-5
N#Cc1ccc(/C=N/NC(=O)c2ccccc2F)cc1,-12,-4,0,-1,7,i,13,2,-1
CCN(CC)c1ccc(C2CC(=O)Nc3cc(OC)c(OC)cc32)cc1 (configuration not stated),0,-2,-2,-1,1,i,-14,-5,0
COc1ccc(C2C(C#N)=C(N)Oc3n[nH]c(C)c32)cc1CN1CCN(c2ccc(F)cc2)CC1 (configuration not stated),2,7,-2,2,22,i,-7,3,-6
COc1cc(OC)c2c(=O)cc(-c3cccnc3)oc2c1,-4,2,0,1,18,i,16,6,-4

# (listing goes on)
SMILES,FAS-TE inh,E coli Lon inh,Rin1 Abl inh,NRP1-CendR mod,SKN-1 block,Neddyl block,PABP1 MLLE inh,MT1-MMP act inh,MsrA act
COc1cccc(CNC(=O)C2CCN(S(=O)(=O)c3ccc4c(c3)OCCO4)CC2)c1,-2,3,3,16,-4,i,-4,-2,-3
COC(=O)c1ccc(CN2CCC(n3nccc3NC(=O)C3CC3)CC2)cc1,-5,-4,1,1,-4,i,2,-2,-5
CCOc1ccccc1-c1nc(-c2cc3ccc(C)cc3[nH]c2=O)no1,-8,4,-2,-21,-11,i,10,2,-10
Cc1cccc(NC(=O)c2ccccc2Br)n1,0,0,-2,-3,10,i,9,-3,-2
CN(C)CCCN(Cc1cc2cc3c(cc2[nH]c1=O)OCO3)C(=S)Nc1cccc(Cl)c1,3,0,3,15,1,i,-106,-12,-12
Cc1ccc(C(=O)N2CCCC(c3ccccc3)=N2)cc1,-2,-2,3,-5,-6,i,8,0,-6
O=C(Nc1ccc2c(c1)CCC2)c1cnn2c1NC(c1ccco1)CC2C(F)(F)F (configuration not stated),2,-21,1,-21,-11,i,-28,-2,-9
CCn1c(SCc2nc3cc(OC)c(OC)cc3c(=O)[nH]2)nc2ccccc21,2,-7,6,-16,-2,i,-16,6,-6
C=C(C)c1cccc(C(C)(C)NC(=O)NNC(=O)c2ccccc2O)c1,-3,6,2,2,16,i,-13,3,-3
COC(=O)N/N=C(\C)c1ccc(OC(F)F)cc1OC(F)F,-9,-7,-3,-2,-12,i,-13,-1,-2
O=C(O)C(=O)Nc1ccc(NC(=O)C(c2ccccc2)c2ccccc2)cc1,2,-3,-1,6,13,i,-1,2,-4
COc1ccc(C(=O)NC(=C(Cl)Cl)S(=O)(=O)c2ccc(C)cc2)cc1,2,9,1,-2,-5,i,-4,-4,-3
O=C(NCc1ccco1)c1ccc(S(=O)(=O)N2CCOCC2)cc1,-4,1,0,8,-27,i,27,3,0
CCOC(=O)c1c(NC(=O)CN2C(=O)C(=O)N(CC(C)C)C2=O)sc(C)c1CC,18,-3,3,-104,-22,i,4,2,-3
Cc1ccnc(N2C(=O)c3ccccc3C2O)c1 (configuration not stated),-3,0,-2,-5,3,i,5,7,-5

# Random excerpt: six records from the list
SMILES,FAS-TE inh,E coli Lon inh,Rin1 Abl inh,NRP1-CendR mod,SKN-1 block,Neddyl block,PABP1 MLLE inh,MT1-MMP act inh,MsrA act
Cc1cccc(NC(=O)c2ccccc2Br)n1,0,0,-2,-3,10,i,9,-3,-2
Cc1ccc(C(=O)N2CCCC(c3ccccc3)=N2)cc1,-2,-2,3,-5,-6,i,8,0,-6
CCOC(=O)c1c(NC(=O)CN2C(=O)C(=O)N(CC(C)C)C2=O)sc(C)c1CC,18,-3,3,-104,-22,i,4,2,-3
O=C(O)C(=O)Nc1ccc(NC(=O)C(c2ccccc2)c2ccccc2)cc1,2,-3,-1,6,13,i,-1,2,-4
CN(C)CCCN(Cc1cc2cc3c(cc2[nH]c1=O)OCO3)C(=S)Nc1cccc(Cl)c1,3,0,3,15,1,i,-106,-12,-12
COC(=O)N/N=C(\C)c1ccc(OC(F)F)cc1OC(F)F,-9,-7,-3,-2,-12,i,-13,-1,-2

# Compounds were not picked by outcome. About 4% of those tested had a hit in this group.
